D3 antag: blocks the human D3 dopamine receptor; P35462; D3R cells, DiscoveRx beta-arrestin luminescence, antagonist mode; active compounds read low; max response, negative = inhibition, %; hit rate 2.5% among 360,000; in the data active = max response below about -50%; inconclusive = no clear call, values can overlap the other calls; also: % is scaled to controls: 0 for no effect and ±100 for the full control effect; mostly tested at two doses, the higher about 12 µM
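Cells plated overnight at 1500 cells/well, then exposed to library compounds with dopamine controls for 90 minutes at 37 degrees C. DiscoveRx reagent added for 30–60 minutes at room temperature; luminescence read, quantitative HTS format.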
TDP43 rescue: TDP-43 toxicity inhibition in yeast; Potency, µM (titrated, usually from 46.1 µM), for the others: at the top dose growth rescue (activation), hits mostly activators; TDP-43 expressing yeast growth rescue, BacTiter-Glo, 24 h; hit rate 1.8% among 410,000; AID 652104; also: potency is read from the fitted curve at half-maximal effect; % of control where 0% means no effect; nearly all actives have a fitted effect of over 50% in size
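Cell-based yeast growth screen: TDP-43 expression induced in galactose, inoculum OD600=0.02 after raffinose pregrowth to mid-log. Read-out BacTiter-Glo luminescence at 24 hr, 30 deg C; inhibition of toxicity seen as signal increase.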
GLP-1R agonist: agonists of human GLP-1 receptor | hit rate 0.007% among 380,000 | AID 624172 | P43220 | Potency, µM (series often up to 45.6 µM), for the others: top-dose activation, most hits filed as activators | HEK293 GLP-1R CRE-luciferase, luminescence, 4-6 h; cells express a hypersensitive GLP-1R form; also: potency is read from the fitted curve at half-maximal effect; % of control where 0% means no effect
Target sequence (P43220 whole entry, looked up): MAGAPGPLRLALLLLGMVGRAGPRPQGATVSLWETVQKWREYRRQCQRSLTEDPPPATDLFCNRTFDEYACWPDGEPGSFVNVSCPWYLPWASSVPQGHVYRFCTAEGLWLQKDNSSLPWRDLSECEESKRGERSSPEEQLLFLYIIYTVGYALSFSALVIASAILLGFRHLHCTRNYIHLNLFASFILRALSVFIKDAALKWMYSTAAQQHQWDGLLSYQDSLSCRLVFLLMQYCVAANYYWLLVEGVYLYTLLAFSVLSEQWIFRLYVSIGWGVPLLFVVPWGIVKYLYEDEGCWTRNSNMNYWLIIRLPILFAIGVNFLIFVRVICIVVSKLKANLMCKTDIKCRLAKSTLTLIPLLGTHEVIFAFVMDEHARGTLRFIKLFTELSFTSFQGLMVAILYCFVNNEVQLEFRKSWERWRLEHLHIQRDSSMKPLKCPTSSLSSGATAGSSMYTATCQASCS
KB-V1 MDR tox: kills drug-selected multidrug resistant KB-V1 cells. hit rate 3.4% among 400,000. Potency, µM (doses to about 46.1 µM), without a hit: at the top dose activity change, negative = cytotoxicity, hits mostly cytotoxic. KB-V1 MDR cells viability, CellTiter-Glo, 72 h; also: potency is read from the fitted curve at half-maximal effect; % is scaled to controls: 0 for no effect and ±100 for the full control effect; nearly all actives have a fitted effect of over 60% in size
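Cells of the MDR subline KB-V1 are plated, dosed with compound at multiple concentrations, and incubated 72 h at 37 degrees C; CellTiter-Glo is then added and luminescence read after 10 min.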
GLP1R cytotox: cytotoxicity counter-screen for GLP-1 receptor inverse agonists | HEK293 cAMP-luciferase reporter cells, luminescence, 24 h | Potency, µM (series often up to 38.3 µM), without a hit: top-dose activity change, negative = inhibition, actives largely listed as inhibitors | hit rate 0.13% among 410,000 | AID 624418;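 also: loss of luciferase light is scored as toxicity; potency is read from the fitted curve at half-maximal effect; % is scaled to controls: 0 for no effect and ±100 for the full control effect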
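Quantitative HTS format, 1536 wells, 200 cells/uL seeded. Compounds: 23 nL, 24 h, 37 °C. Detection: luciferase reagent, luminescence at 12 min RT; decreased signal taken as cytotoxic.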
DRD3 agonist: D3 dopamine receptor (human) agonism; AID 652048; D3R DiscoveRx beta-arrestin cells, luminescence, 90 min; max activation, %; hit rate 0.58% among 410,000; in the data active = max activation above about 30%; also: 0% is about no effect; mostly tested at two doses, the higher about 12 µM
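Agonist mode: compounds and dopamine controls were applied to plated cells for 90 min at 37 degrees C after an overnight attachment at 1500 cells/well. Luminescent read-out followed 30 - 60 minutes at room temperature with DiscoveRx detection reagent.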
GLP1R inv ag: GLP-1 receptor (human) inverse agonism. P43220. HEK293 GLP-1R CRE-luciferase, luminescence, 24 h; GLP-1R form is constitutively active. Potency, µM (doses to about 38.3 µM), for inactives: at the top dose activity change, negative = inhibition, hits mostly inhibitors. hit rate 1.6% among 410,000; also: potency is read from the fitted curve at half-maximal effect; % is scaled to controls: 0 for no effect and ±100 for the full control effect; nearly all actives have a fitted effect of over 55% in size
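Inverse agonism was detected as reduced cAMP-driven luciferase luminescence after 24 h compound treatment. The cells were HEK293 clones expressing constitutively active human GLP-1R with the reporter. Reporter-only and GPR119 cell lines served as counterscreen controls.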
aSyn yeast inh: alpha-synuclein toxicity inhibition in yeast. Yeast expressing alpha-synuclein, growth rescue, BacTiter-Glo, 24 h. hit rate 0.14% among 370,000. Potency, µM (doses to about 46.1 µM), for inactives: at the top dose growth rescue (activation), most hits filed as activators; also: potency is read from the fitted curve at half-maximal effect; % of control where 0% means no effect; nearly all actives have a fitted effect of over 65% in size
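Galactose-induced alpha-syn yeast (OD600=0.02, raffinose-pregrown) + pinned cpd, 24 hr, 30 deg C; growth by BacTiter-Glo luminescence. Growth restoration scores as activation.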
PTHR1 agonist: PTHR1 (human) receptor agonism | hit rate 0.075% among 410,000 | Potency, µM (series often up to 115 µM), without a hit: at the highest dose activation, hits mostly activators | Q03431 | HEK293 GP2 PTHR1 cells, GloSensor cAMP luminescence, 1 h | AID 743266; also: potency is read from the fitted curve at half-maximal effect; nearly all actives have a fitted effect of over 55% in size; some results filed as inactive show a strong effect at the top dose; inactives centre near -15; many of its hits are not listed in these tables
Target sequence (Q03431 whole entry, looked up): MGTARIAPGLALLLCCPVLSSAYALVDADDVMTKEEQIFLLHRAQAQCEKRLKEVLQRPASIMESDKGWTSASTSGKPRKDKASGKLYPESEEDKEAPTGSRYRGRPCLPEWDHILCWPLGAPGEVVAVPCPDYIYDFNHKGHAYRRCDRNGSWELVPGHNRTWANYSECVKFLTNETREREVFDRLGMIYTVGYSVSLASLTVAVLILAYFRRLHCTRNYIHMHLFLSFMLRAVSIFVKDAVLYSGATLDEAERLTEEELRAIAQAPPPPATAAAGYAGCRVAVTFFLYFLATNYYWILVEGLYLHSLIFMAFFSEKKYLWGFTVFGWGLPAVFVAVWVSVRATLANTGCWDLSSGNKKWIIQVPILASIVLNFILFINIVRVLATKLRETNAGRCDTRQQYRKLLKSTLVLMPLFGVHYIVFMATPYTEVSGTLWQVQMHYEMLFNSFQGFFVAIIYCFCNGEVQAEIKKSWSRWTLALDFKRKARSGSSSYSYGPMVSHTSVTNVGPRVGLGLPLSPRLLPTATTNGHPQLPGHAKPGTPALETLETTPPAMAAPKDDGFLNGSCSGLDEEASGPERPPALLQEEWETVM
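HEK-293-derived GP2 cells expressing PTHR1 and a GloSensor cAMP reporter, 3,000/well, plated overnight, given luciferin plus IBMX (each 0.5 mM as added) for 1 h at 37 °C, then compound for 1 h at 37 °C. Luminescence was read after 15 min at room temperature.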
Active calls of the source: *; i = inactive; ? = inconclusive; · = not tested or not shown; [ ] = another dose, or the depositor's remark. Unless noted, calls follow the shape of the dose curve; as a rule, active = well fitted curve in the direction sought with a large enough effect; inconclusive = small, poorly fitted or top-dose-only effect, or another doubt; inactive = no such curve, though single readings can be large; an effect the other way counts as inactive or inconclusive. An excerpt (hit frequency here may not be typical).

Order of values – D3 antag	TDP43 rescue	GLP-1R agonist	KB-V1 MDR tox	GLP1R cytotox	DRD3 agonist	GLP1R inv ag	aSyn yeast inh	PTHR1 agonist
> Cc1cccn2c(=O)c3cc(C(=O)NCC4CCCO4)c(=N)n(CCc4ccccc4)c3nc12 (stereo not given)
 : -8.4	-26.8%	9.5%	-4.0%	161.4%[activator]	-13.6	13.0%	1.7%	-9.0%
> NCc1csc(NC(=O)Nc2cccc(C(F)(F)F)c2)n1
 : 8.7	22.6%	-5.7%	2.7%	-17.7%	-0.9	?	-5.8%	i
> CC(CC(=O)N1CCN(C(=O)c2ccccc2)CC1)c1ccccc1 (stereo not given)
 : 2.9	5.1%	6.7%	0.0%	5.5%	-2.5	-10.8%	-5.2%	i
> N#CCCN(C1CCCCC1)S(=O)(=O)CCOc1ccccc1
 : ?	-9.9%	0.0%	0.0%	-13.3%	-6.2	?	-10.1%	i
> Cc1ccc(C(=O)NCC(=O)NC2CCC(C)CC2)s1 (stereo not given)
 : -17.3	11.5%	-0.1%	-10.5%	-15.4%	-19.8	3.8%	3.4%	-14.3%
> CCCCn1c(N)c(N(CC(C)C)C(=O)c2ccc(-n3c(C)ccc3C)cc2)c(=O)[nH]c1=O
 : 5.3	11.1%	-6.0%	-0.7%	7.1%	4.2	39.5%[activator]	-2.7%	i
> Cc1ccc(Nc2nc(-c3sc(NC(=O)c4ccccc4)nc3C)cs2)cc1
 : -10.4	-21.8%	2.1%	-10.4%	3.1%	-28.1	30.3%	-4.5%	4.4%
> Cc1ccccc1C(N)=O
 : -16.2	20.6%	-2.9%	8.1%	-6.3%	-14.3	8.0%	-3.3%	i
> Cn1cccc1Cc1nnc(SCC(=O)NCCc2ccccc2)n1C
 : 20.5	-6.4%[0.397 µM]	-0.1%	-3.0%	-2.7%	-2.2	-7.2%	0.3%	i
> CCOC(=O)C1=NN(c2ccc(Cl)cc2)C(c2ccccc2)CC1=O (stereo not given)
 : -2.1	?	-0.7%	0.0%	-17.9%	-4.9	?	16.8%	i
> CC(C)(C)n1nc2c(c1NC(=O)Cc1cccc3ccccc13)CS(=O)(=O)C2
 : -21.1	-7.2%[9.22 µM]	6.2%	?	-0.7%	-12.7	17.9%	-10.4%	-18.0%
> NC(=O)C1CCN(C(=O)CSc2nc3ccccc3o2)CC1
 : 10.8	19.9%	0.0%	?	-12.2%	7.4	7.7%	-5.8%	-1.8%
> CCCCOc1ccc(CNC(=O)NS(=O)(=O)c2ccc(OCC(C)C)cc2)cc1
 : -2.6	2.9%	-8.0%	20.5%	5.4%	-1.7	0.0%	-6.2%	-6.2%
> CCN1C(=O)/C(=C\C(=O)c2cccs2)c2cc(Br)ccc21
 : -14.3	-92.9%[inhibitor]	5.1%	1.0%	-11.7%	-5.4	?	-49.6%[inhibitor]	-17.5%
> Cc1cc(C)c2c(CC(=O)N3CCCC3)coc2c1
 : 14.1	6.6%	-1.0%	1.3%	3.7%	-4.9	1.9%	-0.7%	i
> CC(C)NC(=O)C(=O)NCCc1ccc(Cl)cc1
 : 9.0	-6.3%	-3.7%	-27.0%	9.5%	-4.5	1.1%	-5.4%	i
> COc1ccc(CC(=O)N/N=C(/C)c2ccco2)cc1
 : 15.9	-4.5%	21.8%	29.1%	-1.2%	6.4	-0.4%	3.2%	i
> COc1ccc(-c2nnc(Nc3ccc(OC)c(C(N)=O)c3)c3ccccc23)cc1
 : ·	-3.7%	·	·	-17.5%	-16.1	-13.4%	·	-9.5%
> CCS(=O)(=O)N1CCN(C(=O)c2cccnc2)CC1
 : 27.4	18.1%	-5.3%	-18.3%	-4.0%	3.0	0.2%	-16.8%	-2.5%[57.5 µM]
> CC(C)(C)CC(C)(C)NC(=O)CSCC(=O)Nc1ccc2ccccc2c1
 : -28.9	-49.0%[inhibitor]	9.3%	0.0%	2.8%	-19.1	?	-31.7%[inhibitor]	i
> COCCNC(=O)C(NC(=O)C1CCCCC1)C(C)C (stereo not given)
 : 6.9	-1.9%	2.9%	-5.9%	-15.2%	4.1	17.1%	-5.3%	i
> Cc1nn(C(C)C(=O)N2CCCC2)c(=O)c2nn(-c3ccccc3)c(C)c12 (stereo not given)
 : -13.1	-3.5%	7.9%	?	-2.1%	-3.3	-17.5%	-1.9%	i
> COc1ccc(NC(=O)COC(=O)CCCOc2ccc(Cl)cc2Cl)cc1
 : -7.9	-8.6%	2.1%	-24.8%	15.2%	-11.3	-9.4%	1.4%	19.3%
> COc1ccc2c(c1[N+](=O)[O-])CCC/C2=N/OC(=O)c1cccc2ccccc12
 : 20.7	17.1%	-8.3%	0.0%	-4.1%	-2.2	-1.2%	0.8%	i
> CN1C(=S)SC(C)(C)C1(C)NO (stereo not given)
 : 2.6	9.1%	-3.9%	23.4%	?	4.6	?	1.9%	i
> COc1ccc(C(=O)Nc2cccc(/C=C/c3nc4ccccc4c(=O)[nH]3)c2)cc1
 : 37.9	10.6%	-2.8%	0.0%	-19.8%	4.9	?	-4.2%	-77.7%[inhibitor]
> N#CC(c1ccccc1)C1CCN(Cc2ccccc2)CC1 (stereo not given)
 : -28.8	11.5%	2.2%	20.6µM*	-2.6%	-18.4	?	7.8%	i
> O=C(CSc1nnc(NC(=O)c2ccccc2)s1)NCc1ccco1
 : -5.5	-5.6%	-1.7%	-7.2%	0.6%	5.4	-13.5%	-2.0%	-16.5%
> O=C(O)c1ccc(N2N=C(c3ccccc3)CC2c2ccccc2)cc1 (stereo not given)
 : 3.8	12.6µM*	-3.2%	9.0%	·	2.5	?	0.0%	-48.2%[inhibitor]
> COc1ccc(C(=O)NC(=S)N2CCCCC2c2cccnc2)cc1OC (stereo not given)
 : -0.3	-2.6%	7.8%	13.3%	-8.4%	-23.3	6.5%	-4.1%	-23.2%

(cont.)
Order of values – D3 antag	TDP43 rescue	GLP-1R agonist	KB-V1 MDR tox	GLP1R cytotox	DRD3 agonist	GLP1R inv ag	aSyn yeast inh	PTHR1 agonist
> CCN1CCN(CCCNC(=O)c2cc3c(=O)oc4ccc(C)cc4c3s2)CC1
 : -21.8	-17.7%	-4.9%	6.6%	-5.9%	-13.8	?	-4.5%	i
> CN(C)CCN(Cc1ccccc1)S(=O)(=O)c1ccc2c(c1)n(C)c(=O)c(=O)n2C
 : 5.3	13.5%	6.3%	16.3%	-1.0%	-8.3	12.8%	1.8%	i
> COc1ccc(OCCOC(=O)CCS(=O)(=O)c2ccc(C)cc2)cc1
 : -12.1	1.4%	-8.4%	-2.8%	10.1%	-1.5	10.4%	6.0%	i
> CC(=O)c1ccc(C(=O)N2CCc3c([nH]c4ccccc34)C2c2ccccn2)s1 (stereo not given)
 : 7.2	-14.6%[0.397 µM]	21.2%	-18.7%	?	-10.3	?	18.4%	-13.6%
> O=C(CNC(=O)c1ccccc1Cl)OCc1cc(=O)n2ccsc2n1
 : ·	3.5%	·	5.7%	-3.1%	2.8	4.5%	·	i
> CCOC(=O)N1CCN(C2CC(=O)N(c3ccc(Cl)c(Cl)c3)C2=O)CC1 (stereo not given)
 : 2.8	0.0%	15.1%	?	-2.0%	-2.0	11.9%	9.3%	-1.4%
> COc1ccc(CN(C)C(=O)Cn2cnc3c(NCc4ccccc4)ncnc32)cc1OC
 : 6.6	?	-2.1%	-4.5%	7.2%	-4.6	14.5%	2.1%	-92.2%[inhibitor]
> Cc1cccc(C)c1NC(=O)C1CCCN1C(=O)NCc1ccccc1 (stereo not given)
 : -1.9	7.1%	-1.0%	-17.6%	8.5%	4.7	6.6%	-5.6%	15.4%
> COc1ccccc1-n1cnc2cc(NS(=O)(=O)c3ccc(Br)cc3)ccc21
 : 14.2	3.8%	-3.4%	11.6µM*	?	1.2	?	3.3%	-20.1%[57.5 µM]
> O=C(O)c1ccccc1-c1cccc2nncn12
 : 0.0	20.0%	-6.7%	0.0%	2.1%	-10.2	12.0%	11.1%	i
> Cc1ccc(SC(C)C(=O)NC(N)=O)c(C)c1 (stereo not given)
 : 5.6	17.6%	9.0%	?	-9.8%	0.2	3.5%	4.3%	-6.1%
> CC(=O)N(C)c1ccc(N=NC2C(=O)N(C(N)=S)N=C2C)cc1 (stereo not given)
 : 0.2	3.5%	-8.0%	-2.8%	-27.4%	1.6	-24.4%	-9.2%	i
> Cc1c(Cl)c([N+](=O)[O-])nn1CC(=O)N1CCN(C23CC4CC(CC(C4)C2)C3)CC1
 : -19.3	-5.1%	2.6%	-2.3%	-3.5%	-11.7	?	-3.4%	-76.8%[inhibitor]
> COc1cccc(N2CCN(CC(=O)c3c[nH]c4ccc(OC)cc34)CC2C)c1 (stereo not given)
 : ?	-8.9%	-3.7%	-15.7%	-15.4%	-16.3	?	-1.2%	i
> O=C(c1ccccc1)c1ccc2nc(N3CCN(c4ccc(F)cc4)CC3)c3nncn3c2c1
 : ·	9.0%	·	·	5.9%	10.8	6.4%	·	-22.5%
> CCOC(=O)c1c(NC(=O)CSc2cn(CCNC(=O)c3ccc(OCC)cc3)c3ccccc23)sc2c1CCC2
 : ·	8.4%	-1.7%	-8.5%	3.2%	0.6	?	·	-0.3%
